Screens deposited in PubChem by National Center for Advancing Translational Sciences (NCATS).
Tau FP inhib: blocks human tau fibril formation measured by polarization; Potency, µM (titrated, usually from 57.7 µM), for the others: top-dose activity, negative = inhibition, actives largely listed as inhibitors; K18 P301L tau heparin fibrillization, Alexa594 FP, 6 h; AID 1468; actives 0.39% (n = 280,000); P10636; note: % is set by controls: 0 for no effect and ±100 for the full control effect; nearly all actives have a fitted effect of over 55% in size
Target sequence (P10636 561-689 P618L limits assumed): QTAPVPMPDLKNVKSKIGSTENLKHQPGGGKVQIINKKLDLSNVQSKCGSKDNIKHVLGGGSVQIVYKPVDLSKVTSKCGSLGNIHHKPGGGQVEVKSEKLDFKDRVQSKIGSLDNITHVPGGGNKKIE
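K18 P301L tau (15 uM unlabeled/0.24 uM Alexa 594-labeled, final) + compound + heparin 20 uM final; 100 mM NaOAc pH 7; 6 hr 37 C; ThT 30 uM final added, 1 hr RT; FP ex 555/em 632 nm.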
SMN2 splice enh: SMN2 splice variant enhancement; actives 2.8% (n = 210,000); HEK293 SMN2-luciferase splicing reporter, luminescence, 30-36 h; Potency, µM (doses to about 46.1 µM), inactives show at the top dose activity change, positive = activation, usual class: activators; AID 1458; note: % of control where 0% means no effect; nearly all actives have a fitted effect of over 55% in size
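HEK293 cells carry an SMN2 […]–luciferase reporter in which exon 7 inclusion puts luciferase in frame. Cells were plated 10-12 h before compound addition, then incubated 30-36 h at 37C. ONE-Glo luminescence was read; sodium butyrate at 4.5 mM final served as control.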
HTT ATP protect: cytoprotection in Huntington HTT-Q103 PC12 cell model. PC12 HTT-Q103 induced, cytoprotection, ATP luminescence, 40 h. Potency, µM (series often up to 56.4 µM), without a hit: cytoprotection (ATP increase), actives largely listed as activators. actives 0.14% (n = 230,000);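 note: % of control where 0% means no effect; nearly all actives have a fitted effect of over 45% in size; toxic huntingtin expression switched on by the ecdysone agonist tebufenozide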
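PC12 cells stably carrying ecdysone-inducible Htt exon 1 (Q103)–GFP were induced with 100 nM tebufenozide (final) alongside library compounds in a dose series. Cytoprotection was scored as retained ATP by ATPlite luminescence.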
HttQ103 aggreg: mutant huntingtin aggregation inhibition. PC12 HttQ103-GFP aggregates, Acumen cytometry, 40 h. Potency, µM (doses to about 46.1 µM), inactives show at the highest dose activity change, negative = inhibition, actives largely listed as inhibitors. actives 1.1% (n = 220,000). AID 1688; note: % is set by controls: 0 for no effect and ±100 for the full control effect; nearly all actives have a fitted effect of over 60% in size
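PC12 cells stably carrying ecdysone-inducible HTT exon 1 Q103–GFP were induced with tebufenozide (100 nM final) and treated with library compounds in titration. GFP aggregates in lysates were counted by laser scanning cytometry.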
Tau fluor counter: counter-screen for tau fibril formation inhibitors. Potency, µM (titrated, usually from 57.7 µM), for inactives: at the top dose activity change, negative = decrease. tau K18 P301L Alexa594 fluorescence, heparin fibrillization. AID 1463. actives 0.93% (n = 280,000); note: % is set by controls: 0 for no effect and ±100 for the full control effect; nearly all actives have a fitted effect of over 55% in size
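Human tau K18 P301L (15 uM unlabeled, 0.24 uM Alexa 594-labeled) in 100 mM sodium acetate pH 7 with 20 uM heparin, 6 hr at 37 C. ThT 30 uM added, 1 hr ambient; Alexa 594 FP and total fluorescence read at 555/632 nm.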
Tau fibril ThT: blocks human tau fibril formation measured by thioflavin T | P10636 | actives 2.1% (n = 270,000) | recombinant tau K18 P301L, heparin-induced fibrillization, ThT fluorescence | AID 1460 | Potency, µM (doses to about 57.4 µM), for the others: top-dose activity, negative = inhibition, most hits filed as inhibitors; note: % is set by controls: 0 for no effect and ±100 for the full control effect; nearly all actives have a fitted effect of over 55% in size
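ThT emission at 510 nm, taken 1 hr after adding 30 uM dye, quantifies aggregates formed when 20 uM heparin acts on human tau K18 P301L for 6 hr at 37 C.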
ALDH1A1 inh: blocks purified human ALDH1A1 activity | actives 7.3% (n = 220,000) | Purified ALDH1A1, NADH fluorescence, propionaldehyde substrate | P00352 | Potency, µM (top dose mostly 75.3 µM), for inactives: at the top dose activity, negative = inhibition, most hits filed as inhibitors | AID 1030; active = well fitted inhibition curve with a large enough effect, not every such curve was filed as active; inconclusive = small, poorly fitted or top-dose-only effect, or another doubt; inactive = no such curve, though single readings can be large or run the other way;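 note: plate controls were no enzyme wells and a reference inhibitor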
Target sequence (P00352 whole entry, looked up): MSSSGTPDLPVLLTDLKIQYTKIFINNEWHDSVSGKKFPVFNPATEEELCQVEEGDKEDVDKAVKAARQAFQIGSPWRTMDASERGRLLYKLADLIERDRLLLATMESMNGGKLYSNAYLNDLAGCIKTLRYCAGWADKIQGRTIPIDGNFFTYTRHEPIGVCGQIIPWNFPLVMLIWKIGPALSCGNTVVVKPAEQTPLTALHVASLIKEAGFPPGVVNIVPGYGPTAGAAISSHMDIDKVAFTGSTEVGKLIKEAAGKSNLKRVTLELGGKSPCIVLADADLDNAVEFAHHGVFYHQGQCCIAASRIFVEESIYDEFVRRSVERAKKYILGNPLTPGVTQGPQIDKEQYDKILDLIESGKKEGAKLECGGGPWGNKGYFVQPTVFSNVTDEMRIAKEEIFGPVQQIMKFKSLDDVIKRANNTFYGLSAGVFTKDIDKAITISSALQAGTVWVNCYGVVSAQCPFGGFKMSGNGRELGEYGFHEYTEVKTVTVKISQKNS
JMJD2E inh: JMJD2E (human) inhibition; JMJD2E catalytic domain, FDH-coupled NADH fluorescence (FDH is formaldehyde dehydrogenase); actives 1.6% (n = 230,000); Potency, µM (highest dose often 57.1 µM), inactives show at the top dose activity change, negative = inhibition, hits mostly inhibitors; active = well fitted inhibition curve with a large enough effect, not every such curve was filed as active; inconclusive = small, poorly fitted or top-dose-only effect, or another doubt; inactive = no such curve, though single readings can be large or run the other way;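 note: 0% = wells with enzyme and -100% = buffer wells without enzyme; nearly all actives have a fitted effect of over 50% in size; many of its hits are not listed in these tables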
Target sequence (B2RXH2 1-337 limits assumed): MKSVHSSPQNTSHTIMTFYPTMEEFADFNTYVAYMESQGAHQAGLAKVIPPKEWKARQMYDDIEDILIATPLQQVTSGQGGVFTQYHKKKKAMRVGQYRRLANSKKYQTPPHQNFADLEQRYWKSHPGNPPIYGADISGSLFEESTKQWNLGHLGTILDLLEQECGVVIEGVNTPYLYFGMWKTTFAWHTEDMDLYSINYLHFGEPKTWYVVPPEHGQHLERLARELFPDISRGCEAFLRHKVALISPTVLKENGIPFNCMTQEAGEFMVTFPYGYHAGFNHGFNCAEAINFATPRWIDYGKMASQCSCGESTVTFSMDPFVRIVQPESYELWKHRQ
Active calls of the source: *; ? = inconclusive; / = no result given; [ ] = remark or other dose. Unless noted, calls come from the whole dose curve; as a rule, active = well fitted curve in the direction sought with a large enough effect; inconclusive = small, poorly fitted or top-dose-only effect, or another doubt; inactive = no such curve, though single readings can be large; an effect the other way counts as inactive or inconclusive. Potency is the fitted concentration of half-maximal effect.

Screens in order: Tau FP inhib	SMN2 splice enh	HTT ATP protect	HttQ103 aggreg	Tau fluor counter	Tau fibril ThT	ALDH1A1 inh	JMJD2E inh
> Cc1cc(C)c(S(=O)(=O)N2CCN=C2c2ccccc2)cc1C
 : 4.2%	-11.2%	11.1%	9.7%[9.22 µM]	-6.7%	-13.4%	-13.0%	4.1%
> CCN(CC)C(=O)c1cc(C(C)(C)C)c(O)c(C(C)(C)C)c1
 : 4.9%	-4.0%	8.1%[10 µM]	-7.8%	-4.5%	-6.4%	1.1%	2.4%
> C/C(CC(=O)NC1CCCCCC1)=N\NC(=O)c1cnccn1
 : -0.6%	-4.3%	/	-13.8%	3.8%	0.5%	-12.2%	8.8%
> CCc1ccccc1OCC(=O)N(CC)CC(=O)NCc1ccc(F)cc1
 : 0.3%	/	-73.9%[inhibitor][10 µM]	?	-4.9%	0.4%	11.9%	0.8%
> O=C(COC(=O)c1ccc(NS(=O)(=O)c2ccc3c(c2)OCCO3)cc1)NCC1CCCO1 (stereo unspecified)
 : 5.2%	-10.9%	-13.0%[10 µM]	-29.8%	9.5%	1.8%	-9.4%	1.4%
> Cc1ccccc1NC(=O)Cn1c(=O)n(Cc2ccco2)c(=O)c2cccnc21
 : -8.8%	0.6%	/	/	-2.3%	-5.9%	/	/
> CCCCNC(=O)Nc1nnc(-c2ccc(Cl)cc2)o1
 : -10.5%	-25.8%	-13.5%	-6.1%	-14.0%	4.4%	-4.0%	-1.3%
> CSc1ccc(S(=O)(=O)NCCCOC(C)C)cc1
 : -6.9%	/	-1.7%[10 µM]	12.4%[9.22 µM]	-15.9%	-10.9%	?	15.2%
> Cc1ccnc(NC(=O)CCC(=O)N(CC(=O)NC2CCCCC2)Cc2ccccc2)c1
 : -4.9%	-3.1%	17.0%[10 µM]	22.0%[9.22 µM]	-6.9%	-7.6%	6.4%	-1.2%
> COc1ccc(C(C)(C)C)cc1NC(=O)c1cncc(Br)c1
 : -5.3%	-4.9%	5.3%	0.9%	-10.0%	-5.5%	-10.3%	5.6%
> Cc1ccc(OCc2ccc(C(=O)N3CCOCC3)cc2)cc1C
 : 11.3%	11.2µM*	-4.3%	-24.2%	4.9%	-6.8%	0.3%	-2.9%
> N#CCC1c2ccccc2CCN1C(=O)Nc1ccc(C(F)(F)F)cc1 (stereo unspecified)
 : -12.4%	-21.7%	-0.2%[10 µM]	-17.0%	-27.4%	-5.9%	7.9%	0.9%
> c1ccc(-c2cn(-c3ccccc3)c3[n+]2CCCS3)cc1
 : -3.5%	/	11.8%[10 µM]	-0.4%[9.22 µM]	-8.0%	-2.3%	/	3.8%
> Brc1ccc(-c2nnc(-c3ccc4c(c3)OCO4)o2)o1
 : -5.2%	11.2µM*	-139.1%[inhibitor][0.074 µM]	-32.1%	-6.3%	?	-4.2%	?
> C=CCn1c(NC(=O)c2ccc(C)cc2)c(C#N)sc1=N
 : -7.9%	16.4%	-6.2%	23.0%	-17.2%	?	4.8%	?
> CCc1cccc(CC)c1NC(=O)Cn1c(-c2ccc(F)cc2)noc1=O
 : -9.6%	/	-3.6%[10 µM]	1.1%[9.22 µM]	-5.2%	-1.1%	?	-2.4%
> CC(C)c1ccccc1NC(=S)N1CCN(S(=O)(=O)c2cccs2)CC1
 : 1.6%	2.2%	18.4%	9.2%	2.3%	2.7%	?	0.4%
> O=C(c1ccccc1Cl)N1CCC(n2cccc2)CC1
 : -5.7%	/	-2.8%[10 µM]	-11.7%[9.22 µM]	-4.8%	-2.3%	-1.1%	-4.4%
> CN(C)CCSc1nnc(-c2ccccc2)o1
 : -2.5%	10µM*	-2.2%[10 µM]	-3.6%	4.5%	-4.7%	1.8%	-1.7%
> COc1ccc(-c2oc3ncn4nc(COc5cccc(C)c5C)nc4c3c2-c2ccc(OC)cc2)cc1
 : 0.5%	-1.1%	/	/	8.7%	1.1%	/	/
> COc1ccc(CC(=O)Nc2cc(C)c3c(=O)oc4ccccc4c3n2)cc1
 : -12.3%	-24.1%	-15.8%[10 µM]	-3.1%	-15.2%	-13.3%	-11.4%	-16.8%
> NC(=O)C1(N2CCCCC2)CCN(Cc2ccc(Br)cc2)CC1
 : -8.9%	/	19.7%[10 µM]	-3.4%[9.22 µM]	-15.2%	-15.1%	/	-8.2%
> CCOc1ccc(NC(=O)C2CC(=O)OC2c2ccccc2)cc1 (stereo unspecified)
 : -0.6%	4.2%	-30.3%[inhibitor]	20.3%[9.22 µM]	6.9%	2.1%	25.1µM*	2.0%
> O=C(Nc1ccccc1F)c1oc2ccccc2c1NC(=O)C12CC3CC(CC(C3)C1)C2
 : -10.2%	-9.7%	/	/	-2.8%	4.2%	/	/
> O=C(c1c[nH]c2ccccc12)N1CCOCC1
 : -1.5%	-3.0%	-11.6%[10 µM]	-4.0%	7.9%	1.2%	-0.2%	3.2%
> Cc1cc2oc(C(=O)NC3CCS(=O)(=O)C3)c(C)c2cc1C (stereo unspecified)
 : 6.0%	-9.3%	-11.1%[0.074 µM]	-6.1%	0.6%	3.5%	?	?
> Cc1cccc([C@@H]2CN(C)CCc3c2cc(O)c(O)c3Cl)c1
 : -2.4%	/	?	/	-17.8%	-18.8%	-8.0%	14.1µM*
> Cc1ccc(Nc2nc(COC(=O)COc3ccc(C=O)cc3)cs2)cc1
 : 6.4%	35.5µM*	/	17.8%	?	?	?	-8.1%
> CCN1CCN(C(=S)c2ccc(Cl)cc2)CC1
 : ?	-10.0%	-28.2%	13.0%	-21.2%	?	?	-2.7%
> CSCCC(NC(=O)c1ccc([N+](=O)[O-])cc1Cl)C(=O)OCC(=O)C12CC3CC(CC(C3)C1)C2 (stereo unspecified)
 : 3.1%	-11.6%	9.4%[10 µM]	14.8%	?	?	?	4.8%

Single records, from the list above. Order of screens: Tau FP inhib	SMN2 splice enh	HTT ATP protect	HttQ103 aggreg	Tau fluor counter	Tau fibril ThT	ALDH1A1 inh	JMJD2E inh
O=C(Nc1ccccc1F)c1oc2ccccc2c1NC(=O)C12CC3CC(CC(C3)C1)C2 reads -10.2%	-9.7%	/	/	-2.8%	4.2%	/	/
O=C(c1ccccc1Cl)N1CCC(n2cccc2)CC1 reads -5.7%	/	-2.8%[10 µM]	-11.7%[9.22 µM]	-4.8%	-2.3%	-1.1%	-4.4%

Following part.
Screens in order: Tau FP inhib	SMN2 splice enh	HTT ATP protect	HttQ103 aggreg	Tau fluor counter	Tau fibril ThT	ALDH1A1 inh	JMJD2E inh
> Cc1ccc(NC(=O)Cn2c(=O)n(-c3ccccc3)c(=O)c3c4c(sc32)CCCC4)cc1
 : -16.7%	-6.8%	/	/	-7.4%	?	/	/
> O=C(COc1ccccc1Cl)N1CCN(c2ncccn2)CC1
 : 0.3%	-14.2%	-14.2%	14.0%	-6.7%	-11.3%	?	?
> COc1ccc(CN2CCN(CC=C(C)C)C(CCO)C2)cc1Cn1cncn1 (stereo unspecified)
 : 7.2%	/	2.5%[10 µM]	-17.9%[9.22 µM]	0.8%	-3.1%	3.6%	-8.0%
> COc1ccc(NC(=O)c2ccco2)cc1NC(=O)COc1ccc(Cl)cc1C
 : -5.3%	-12.4%	/	/	-6.3%	-13.4%	/	/
> COc1ccc(C2(CNC(=O)C(=O)Nc3ccccc3C)CCCC2)cc1OC
 : 6.7%	-2.0%	/	/	-9.0%	-7.1%	/	/
> O=C(N/N=C/C=C/c1ccc2c(c1)OCO2)c1ccc([N+](=O)[O-])cc1
 : 14.5%	8.9%	-23.2%	19.3%[9.22 µM]	-27.1%	?	-2.8%	1.5%
> CC(C)(C)SCCNC(=O)c1cccc([N+](=O)[O-])c1
 : 2.5%	11.8%	/	9.3%	-1.0%	-0.4%	?	-2.2%
> COc1ccccc1N1CCN(C(=O)c2cccc(Oc3ccccc3)c2)CC1
 : 2.3%	7.6%	-27.0%	-23.2%	-11.4%	?	-1.7%	2.6%
> CC(=O)c1cccc(NC(=O)CCc2nc3cccnc3n2Cc2cccs2)c1
 : 7.9%	-17.6%	/	/	-25.3%	-11.2%	/	/
> COc1cccc(-c2nc(N3CCCCC3C)c3ccccc3n2)c1O (stereo unspecified)
 : 14.5%	-13.1%	-33.2%	-27.9%	?	?	-10.7%	1.6%
> O=C(NCc1ccccc1Cl)C1CCN(S(=O)(=O)N2CCCCCC2)CC1
 : 1.8%	-22.4%	1.7%[0.074 µM]	-10.1%	-14.2%	-13.5%	?	7.5%
> O=C1NN(c2ccccc2)C(=O)/C1=C/c1ccc(Sc2ccc(Cl)cc2)o1
 : -16.6%	/	-1.2%[10 µM]	4.3%[9.22 µM]	?	11.2µM*	/	-10.7%
> CC(C)N1C(=O)CC2(CC[N+](C)(CCOC(=O)C(c3ccccc3)c3ccccc3)CC2)C1=O (stereo unspecified)
 : -1.5%	-14.0%	-11.1%	3.4%	1.5%	-14.0%	25.1µM*	-16.6%
> N#CC1=C(N)Oc2c(ccc3cccnc23)C1c1cccnc1 (stereo unspecified)
 : 5.8%	/	-53.6%[inhibitor][10 µM]	?	-1.4%	?	?	?
> Cc1ccc(SCC(=O)N(Cc2nc(-c3ccccc3)no2)C(C)C)cc1
 : 2.5%	5.6%	4.3%[0.074 µM]	-8.1%	-9.4%	?	25.1µM*	1.1%
> Cc1cc(-c2ccccc2)c2c(=O)[nH][nH]c2n1
 : 4.6%	1.0%	/	-13.2%	-1.4%	-11.8%	5.2%	-5.4%
> CCC(CC)c1nn2c(N)c(/C=C3\C=Nc4ccccc43)c(=O)nc2s1
 : ?	/	-0.6%[10 µM]	-8.8%[9.22 µM]	?	-6.5%	12.5%	190.5%
> COc1ccccc1/C=C/C(=O)OCC(=O)Nc1ccccc1Sc1ccccc1
 : -23.4%	-13.3%	/	6.3%	-26.6%	-16.6%	?	7.4%
> COC(=O)c1cc(NS(=O)(=O)c2ccc3c(c2)OCCO3)ccc1Cl
 : -12.2%	-21.4%	/	/	-23.1%	2.3%	/	/
> C=CCn1c(SCc2cc(=O)n3ccsc3n2)nnc1C1CCCCC1
 : 4.8%	20.2%	-20.4%[10 µM]	-10.8%	0.4%	-2.5%	-4.2%	8.4%

The list is partial; count on the stated rates, not on these rows.
